Screening data (PubChem)
MT1-MMP act inh: inhibitors of human MT1-MMP activation | 360,000 compounds, 0.061% hits | P50281 | GFP/RFP ratio change, % at 20 µM | HT1080 RFP-PRO-GFP cells, GFP/RFP ratio fluorescence, overnight; percent of plate control window, DMSO zero;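 active means GFP/RFP ratio change of at least 30% with cell ATP level not reduced by more than half and red fluorescence within 50% of control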; further: strong numbers were not always called active
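Assay system – RFP-PRO-GFP reporter HT1080 cells · Compound dosing – single dose of 20 µM compound, 1% DMSO final · Incubation – overnight compound exposure at 37 °C · Measure – GFP/RFP fluorescence ratio · Benchmarks – DMSO wells and RFP-L50D-GFP cells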
TbMetRS inhib: blocks T. brucei methionyl-tRNA synthetase activity; inhibition, % at 11.9 µM; purified T. brucei MetRS, ATP depletion, Kinase-Glo luminescence; 360,000 compounds, 0.4% hits;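 active means inhibition above a per-plate cutoff of the control wells' mean inhibition plus 3 SD, cut at about 5.5% in these data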;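 further: 0% = DMSO wells median and 100% = median of wells with control inhibitor compound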
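Dosing: 11.9 µM compound single dose, 0.9% DMSO; Assay system: purified T. brucei MetRS enzyme; Measured by: Kinase-Glo luciferase luminescence reporting remaining unconsumed ATP; Schedule: 15 min plus 2 h at 25 °C.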
FAS TE block: inhibitors of human fatty acid synthase thioesterase domain. P49327. recombinant FAS-TE, OMFH fluorogenic substrate, fluorescence endpoint. inhibition, % at 15 µM. 360,000 compounds, 0.67% hits. AID 602261;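 active means compounds whose normalised, plate-corrected inhibition of enzyme fluorescence in the single-dose primary screen is 50% or more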;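 further: 0% = DMSO with enzyme and 100% = substrate without enzyme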
CendR NRP1 mod: modulators of CendR peptide binding to human neuropilin-1. O14786. FAM-RPARPAR peptide binding to NRP-1, fluorescence polarization. inhibition, % at 25 µM. 360,000 compounds, 0.85% hits. AID 602438;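 active means inhibition or corrected inhibition above about 18%, plus a signal ratio from 0.5 to 1.5, limit read from the data, passing the limit was not always enough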; further: strong numbers were not always called active
SKN-1 inh: inhibitors of C. elegans SKN-1; C. elegans VP596 Pgst-4::GFP/RFP ratio, acrylamide-induced, 24 h; inhibition, % at 21.8 µM; 360,000 compounds, 0.49% hits; AID 624304;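 active means interference check ratio from 0.5 to 1.5 plus GFP to RFP signal ratio inhibition reaching or exceeding a fixed threshold, cut at about 30% in these data, passing the limit was not always enough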; further: some compounds called inactive have numbers as strong as hits
MsrA inhibitor: inhibits bovine methionine sulfoxide reductase A | 360,000 compounds, 0.75% hits | inhibition, % at 15.5 µM | purified bovine MsrA, absorbance read-out; in the data active means inhibition above about 4.5%;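 further: 0% = vehicle wells with enzyme and 100% = reference inhibitor wells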
bovine MsrA act: activators of bovine methionine sulfoxide reductase A; purified bovine MsrA, absorbance read-out; activation, % at 10.6 µM; 360,000 compounds, 0.3% hits; AID 602163; in the data active means activation above about 7.5%;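 further: 0% = vehicle and 100% = reference activator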
PABP1 MLLE inh: blocks PAM2 peptide binding to the PABP1 MLLE domain | 360,000 compounds, 0.36% hits | AID 588489 | inhibition, % at 20 µM | GST-MLLE / FITC-PAM2 fluorescence polarization | P11940; in the data active means inhibition above about 35%, passing the limit was not always enough;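 further: plate controls were DMSO wells with GST-MLLE for no effect and wells lacking GST-MLLE protein for full effect; some results filed as inactive read as strong as hits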
E coli Lon inh: E. coli protease La inhibition. inhibition, % at 7.94 µM. AID 602123. 360,000 compounds, 0.42% hits. P0A9M0. purified E. coli Lon protease, fluorescence polarization; in the data active means inhibition above about 13%, passing the limit was not always enough;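 further: 0% = enzyme with probe and DMSO and 100% = no enzyme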
Starred values were filed as active, the others as inactive; nt = no result given.

SMILES	MT1-MMP act inh	TbMetRS inhib	FAS TE block	CendR NRP1 mod	SKN-1 inh	MsrA inhibitor	bovine MsrA act	PABP1 MLLE inh	E coli Lon inh
COC(=O)C1=CN(Cc2ccc(OC)c(OC)c2)C=C(C(=O)OC)C1c1ccc(F)cc1	-5.6	-1.4	21.9	4.4	5.7	-0.1	-1.7	8.6	0.4
CCc1ccccc1NC(=O)CCNS(=O)(=O)c1ccc2c(c1)CCC(=O)N2	0.3	-0.1	-9.3	7.2	9.6	-1.4	-3.2	-12.1	-1.1
C/C(=N\Nc1cc(N2CCOCC2)ncn1)c1ccccc1	-7.9	-0.3	-0.1	8.7	-0.5	1.2	0.3	7.9	1.1
O=C(c1ccccc1Sc1ccc([N+](=O)[O-])cc1Cl)N1CCOCC1	1.3	5.6	2.4	7.3	4.6	2.7	-5.6	0.6	-0.8
COc1ccc(NC(=O)COC(=O)c2ccc(F)cc2F)cc1	-0.8	0.1	-1.6	-3.0	4.6	-0.1	-1.2	0.2	-8.0
C=C(C)Cn1c2ccc(NC(=S)NCc3ccccc3F)cc2c(=O)n1C	-1.4	-0.1	-7.0	6.3	28.0	-0.2	-2.0	-4.5	2.4
Cc1cccc(CSC(Nc2ccc(F)cc2)=C(C#N)C#N)c1	-11.5	0.3	12.0	-9.0	-5.6	-0.7	-3.2	-6.7	-3.5
COc1cccc(CNC(=O)CCn2ccc3cc(S(=O)(=O)N4CCCC4)ccc32)c1	-1.4	-0.4	-4.3	-3.9	12.9	-0.6	-2.8	4.3	2.6
Cc1cc(OCC(=O)NCc2ccccn2)c2c(C)cc(=O)oc2c1	-0.4	0.0	-2.0	8.7	10.0	0.1	-0.4	-2.8	1.8
CCOc1cc(C(=S)N2CCOCC2)ccc1OS(=O)(=O)c1ccc(NC(C)=O)cc1	6.1	-1.1	1.6	1.2	4.4	0.0	-0.7	10.6	-11.6
C[C@@H]1CCCCO[C@H](CN(C)Cc2ccc(C(F)(F)F)cc2)[C@@H](C)CN([C@H](C)CO)C(=O)c2cc(NS(=O)(=O)c3cn(C)cn3)ccc2O1	4.5	-1.2	-5.4	-2.2	-0.7	-0.5	-6.0	-9.1	-1.1
C=CCN1c2ccccc2[C@]23C[C@@H](C(=O)OC)N(C(=O)NC4CCCC4)C2=NC(C(=O)OC)=C(C(=O)OC)[C@H]13	-3.1	0.0	74.6*	4.2	-5.0	0.2	-2.5	-1.6	9.8
CCOC(=O)c1ccc(-c2ccc(N3C(c4ccsc4)=Cc4ccc(F)cc4C3c3c[nH]c4ccc(C#N)cc34)cc2)cc1F (stereo not given)	-4.0	0.3	-0.8	-15.1	4.9	0.6	-5.3	nt	-23.9
CCn1c(CC(=O)Nc2ccc(F)cc2)nnc1SCC(=O)NC1=NCCS1	0.5	-0.4	-8.7	1.3	7.9	-0.3	-1.6	8.6	2.2
COc1ccccc1CNC(=O)C1CCN(S(=O)(=O)N2CCCCC2)CC1	3.9	-1.4	-6.0	-2.4	-8.9	2.3	-10.1	4.7	-10.3
Cc1ccc(SCc2nc3ccccc3n2CC(=O)Nc2c(C)cccc2C)cc1	5.5	-0.2	-13.9	-11.2	13.8	1.0	-2.2	5.2	-10.7
COc1ccc(C(O)C(O)(C(=O)OC(C)C)c2ccc(C)cc2)cc1 (stereo not given)	-2.5	-0.5	nt	0.3	-18.5	1.8	nt	nt	nt
O=C1CC(c2ccsc2)c2ccc3ccccc3c2N1 (stereo not given)	-0.5	0.1	2.8	-1.7	19.2	1.4	-2.5	-6.8	3.6
CC(C)NC(=O)Cn1nnc(-c2ccc(Cl)cc2)n1	2.2	-0.4	-6.8	5.5	5.0	-1.2	-2.4	9.7	-9.6
O=C(Nc1ccc(Br)cc1)Nc1ccccc1F	-2.1	0.3	-2.8	11.7	11.4	0.6	-5.9	-1.9	-3.7
CCOC(=O)c1cc(-c2ccc(F)cc2)n(CC(=O)NC(C)CC)c1C (stereo not given)	-1.0	-0.8	3.7	7.7	-2.4	-1.6	1.4	-4.3	-1.1
CNc1nc(C)c(C#N)cc1C(C)=O	-1.1	0.7	-7.0	13.3	29.3	0.4	0.1	12.8	-9.4
COC(=O)CCC(=O)OC1(C)C(=O)C=C2C=C(C3CC3)N(Cc3ccco3)C=C2C1=O (stereo not given)	-1.3	-0.2	-10.5	35.6*	18.3	0.8	-1.9	30.3	12.0
COc1ccc(CNC(=O)c2cccc(N3CCCC3=O)c2)cc1	-5.8	-0.2	-0.4	6.8	-2.4	-1.0	-2.0	7.7	-0.8
CCC(=O)NC(=S)N1CCN(c2ccc([N+](=O)[O-])cc2Cl)CC1	2.3	3.2	5.6	-3.9	-10.5	1.7	-3.2	-44.1	-1.6
SMILES	MT1-MMP act inh	TbMetRS inhib	FAS TE block	CendR NRP1 mod	SKN-1 inh	MsrA inhibitor	bovine MsrA act	PABP1 MLLE inh	E coli Lon inh
COCCCN(C(=S)Nc1c(C)cc(C)cc1C)C(C)c1ccccn1 (stereo not given)	-8.6	-1.2	-4.8	5.6	1.2	-0.4	-0.3	22.8	-14.3
Cc1cc(C)c(S(=O)(=O)N2CCCC(C(=O)N3CCCC3)C2)c(C)c1 (stereo not given)	0.0	-0.1	-5.4	10.2	-12.0	0.7	-2.8	-11.5	-5.6
FC(F)Oc1ccccc1NC(=S)Nc1cccnc1	1.2	0.9	-3.0	11.6	-22.8	-1.1	-1.8	14.4	8.3
CCN1CCN(c2ccc(NC(=O)CC3OC(=O)c4ccccc43)cc2C)CC1 (stereo not given)	2.4	-0.1	-12.2	-7.9	2.6	-0.5	-6.6	-2.3	0.6
Cc1nn(C(C)C(=O)NNC(=S)Nc2ccc(Cl)cc2)c(C)c1[N+](=O)[O-] (stereo not given)	6.3	0.7	-2.3	-8.3	20.1	-0.3	0.8	29.4	0.9
CCOc1ccc(OCc2cccc(C(=O)Nc3ccc(CN4CCCCC4)cc3)c2)cc1	-0.1	-0.2	5.2	-3.5	5.1	0.9	0.1	6.0	-2.8
CCCN1CCN(S(=O)(=O)c2cn(C)nc2C)CC1	-3.0	-0.2	-3.7	3.1	4.8	0.4	-6.6	35.8	21.9*
NC(=O)CC1SC(N)=NC1=O (stereo not given)	-4.1	0.1	-6.0	5.1	14.9	-1.3	-3.0	-0.6	1.7
Cc1cccc2nc(CSc3nncn3-c3ccccc3)cn12	4.7	0.1	-7.6	15.1	14.1	-1.6	0.4	2.4	3.9
CCOc1ccccc1C(=O)Nc1ccc2nc3n(c(=O)c2c1)CCCCC3	7.1	1.0	4.3	1.2	1.6	-0.1	-0.4	-2.9	6.0
CCCCN(CCCC)S(=O)(=O)c1ccc(NC(=O)c2ccc([N+](=O)[O-])cc2Cl)cc1	-24.1	0.1	21.8	-6.8	8.5	2.0	1.9	10.7	-18.2
C=CCn1c(SCC(=O)N(C)C2CCS(=O)(=O)C2)nnc1-c1ccccc1 (stereo not given)	-1.1	-0.2	-6.6	-2.4	-3.4	0.2	-1.3	-5.5	2.1
COc1ccc(F)cc1S(=O)(=O)Nc1ccc2c(c1)OCCO2	1.3	-0.3	-3.4	-2.2	10.4	-1.4	-0.2	-27.2	-0.4
Cc1ccc(S(=O)(=O)N=Nc2c(O)[nH]c3ccccc23)cc1C	0.8	-1.0	-5.9	-2.6	-6.7	-0.6	-7.1	22.9	-1.6
O=C(CCC(=O)N1CCOc2ccccc21)Nc1ccc(F)cc1F	3.3	0.2	-1.0	8.6	2.7	-1.2	-2.3	12.6	-0.5
Cc1cc(C)nc(NC(=O)CCC2CCCC2)c1	-25.1	-1.5	3.1	7.5	-17.1	0.0	0.6	11.2	-0.6
Cc1cnn2c(C3CC3)ccnc12	-5.4	-0.1	-2.9	-0.3	5.1	0.9	-1.9	18.4	2.2
C=CCOC(=O)C1=C(C)NC(SCC)=C(C#N)C1c1ccc(Cl)cc1 (stereo not given)	-24.1	-0.9	22.5	8.5	-14.8	0.1	-4.9	3.5	-1.8
CCN(CC)C(=O)C1CCN(S(=O)(=O)c2ccc3oc4ccccc4c3c2)CC1	-3.3	-1.2	16.3	-4.9	6.8	-1.1	0.1	19.4	-4.7
CC1=C(C(=O)NCc2ccccc2)C(c2cccs2)n2ncnc2N1 (stereo not given)	-0.9	-1.4	-1.5	3.3	-8.9	-0.7	-10.5	7.8	-4.9
COc1ccc2cc(C(N)=O)c(=Nc3ccccc3)oc2c1	-9.1	-0.6	-6.1	4.5	3.0	-0.7	-8.4	5.1	-17.0
O=C(Cn1nnc2ccccc21)NNC(=S)NC1CCCCC1	1.6	1.6	1.3	-4.6	4.0	-0.4	1.7	-14.4	4.8
COCCNC(=O)c1c[nH]c2ccc(S(=O)(=O)N3CCc4ccccc43)cc2c1=O	-14.7	0.1	-5.3	5.3	1.9	2.0	-2.6	3.2	-5.8
COC(=O)c1cccc(CN2C(=O)C(C)Oc3ccc(C)cc32)c1 (stereo not given)	-4.8	-0.4	12.0	0.6	1.3	2.3	-7.2	6.7	-7.9
CN1CC(=O)N(CC(=O)Nc2cc(Cl)cc(Cl)c2)C1=O	3.9	0.2	-7.2	-0.2	-0.2	0.5	-0.4	-11.2	-4.1
SMILES	MT1-MMP act inh	TbMetRS inhib	FAS TE block	CendR NRP1 mod	SKN-1 inh	MsrA inhibitor	bovine MsrA act	PABP1 MLLE inh	E coli Lon inh
O=C1CCC(=O)O1	-2.7	-0.5	-3.3	2.2	4.9	-0.2	-4.6	5.8	3.5
O=S(=O)(Cc1ccccc1)Nc1ccc(S(=O)(=O)NCC2CCCO2)cc1 (stereo not given)	5.2	-0.7	-6.2	-5.8	0.0	0.9	-14.4	16.5	-8.2
Cc1ccc(NS(=O)(=O)c2ccc3c(c2)NC(=O)CC(=O)N3)cc1C	0.9	-0.3	1.7	12.8	0.8	-0.5	-0.7	14.9	-5.8
COCCN(C(=O)C1CCN(C(=O)c2ccccc2C)CC1)c1c(N)n(CC(C)C)c(=O)[nH]c1=O	0.9	-0.4	-8.7	-2.3	-0.1	-0.5	-7.1	-107.8	-6.8
COc1ccc(NC(=O)NCCN2CCCCC2)cc1	5.1	-0.8	-5.0	1.6	-6.1	0.3	-6.4	10.3	-8.5
CCNC(=O)C1(C)CCCN(C(=O)c2cccc(C)c2C)C1 (stereo not given)	0.2	-0.7	-5.0	-3.5	2.2	-0.5	-0.5	-8.3	4.1
Cc1ccc(N2C(=O)Nc3ccccc3S2(=O)=O)cc1Cl	2.2	-0.1	6.7	1.6	31.6	0.1	0.3	1.5	-10.5
O=C(Nc1ccc([N+](=O)[O-])cc1)C1(c2ccccc2)CCOCC1	4.3	0.2	4.0	-2.5	7.6	-0.1	-4.3	11.0	-2.6
CCN(C(=O)COC(=O)c1cc2ccccc2cc1O)C1CCS(=O)(=O)C1 (stereo not given)	4.5	0.1	-3.2	-5.2	-4.5	-0.1	-1.0	2.7	-5.7
CC(=O)Nc1cc(NC(C)=O)c(N=Nc2ccccc2)cc1C	6.8	-0.1	-3.7	-6.2	0.7	1.4	-4.3	0.3	-3.0
COCCNC(=S)N(CCc1c(C)[nH]c2ccc(OC)cc12)Cc1ccco1	0.9	-0.9	0.1	-11.1	-8.3	-0.3	-2.2	-131.2	-9.5

Sorted by the number under PABP1 MLLE inh (highest first): some entries from above
compound	PABP1 MLLE inh
CCCN1CCN(S(=O)(=O)c2cn(C)nc2C)CC1	35.8
O=C(c1ccccc1Sc1ccc([N+](=O)[O-])cc1Cl)N1CCOCC1	0.6
CCOC(=O)c1cc(-c2ccc(F)cc2)n(CC(=O)NC(C)CC)c1C (stereo not given)	-4.3
